Assay outcomes: PubChem BioAssay, National Center for Advancing Translational Sciences (NCATS)
Tau fibril FP = blocks human tau fibril formation measured by polarization. Potency, µM (doses to about 57.7 µM), for the others: top-dose activity, negative = inhibition, hits mostly inhibitors. hit rate 0.39% among 280,000. AID 1468. K18 P301L tau heparin fibrillization, Alexa594 FP, 6 h. P10636; also: % is scaled to controls: 0 for no effect and ±100 for the full control effect; nearly all actives have a fitted effect of over 55% in size
Target sequence (P10636 561-689 P618L limits assumed): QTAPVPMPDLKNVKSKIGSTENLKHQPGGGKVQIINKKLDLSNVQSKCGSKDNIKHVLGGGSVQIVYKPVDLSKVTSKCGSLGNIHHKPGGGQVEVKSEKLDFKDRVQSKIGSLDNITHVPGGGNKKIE
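Recombinant K18 P301L […], labeled with Alexa 594 at 0.24 uM over 15 uM unlabeled; heparin inducer 20 uM final; 37 C, 6 hr; FP endpoint.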
Tau ThT inhib = tau fibrillization inhibition (ThT binding); AID 1460; recombinant tau K18 P301L, heparin-induced fibrillization, ThT fluorescence; Potency, µM (titrated, usually from 57.4 µM), for the others: at the highest dose activity, negative = inhibition, most hits filed as inhibitors; hit rate 2.1% among 270,000; also: % is scaled to controls: 0 for no effect and ±100 for the full control effect; nearly all actives have a fitted effect of over 55% in size
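Using a mix of unlabeled (15 uM) and Alexa 594-labeled (0.24 uM) tau K18 P301L, heparin-triggered fibrillization over 6 hr at 37 C was scored by ThT fluorescence.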
ALDH1A1 block = blocks purified human ALDH1A1 activity | P00352 | Purified ALDH1A1, NADH fluorescence, propionaldehyde substrate | Potency, µM (series often up to 75.3 µM), for inactives: at the top dose activity, negative = inhibition, actives largely listed as inhibitors | hit rate 7.3% among 220,000; active = well fitted inhibition curve with a large enough effect, not every such curve was filed as active; inconclusive = small, poorly fitted or top-dose-only effect, or another doubt; inactive = no such curve, though single readings can be large or run the other way;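 also: plate controls were no enzyme wells and a reference inhibitor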
Target sequence (P00352 whole entry, looked up): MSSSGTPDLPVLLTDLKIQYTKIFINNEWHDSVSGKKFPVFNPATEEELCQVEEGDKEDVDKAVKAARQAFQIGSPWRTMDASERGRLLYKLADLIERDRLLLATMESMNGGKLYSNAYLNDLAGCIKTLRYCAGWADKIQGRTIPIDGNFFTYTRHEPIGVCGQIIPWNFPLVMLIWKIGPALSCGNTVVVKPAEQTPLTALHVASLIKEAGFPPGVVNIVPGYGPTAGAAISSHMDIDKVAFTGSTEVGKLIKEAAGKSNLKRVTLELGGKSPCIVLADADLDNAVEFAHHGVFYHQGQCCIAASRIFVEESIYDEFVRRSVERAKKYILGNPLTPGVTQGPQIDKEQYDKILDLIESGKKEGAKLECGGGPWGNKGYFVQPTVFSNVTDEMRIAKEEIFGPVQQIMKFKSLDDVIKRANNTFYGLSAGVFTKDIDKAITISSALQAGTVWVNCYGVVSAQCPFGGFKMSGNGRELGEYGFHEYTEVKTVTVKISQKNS
HTT cytoprotect = cytoprotection in Huntington HTT-Q103 PC12 cell model. hit rate 0.14% among 230,000. Potency, µM (highest dose often 56.4 µM), inactives show cytoprotection (ATP increase), usual class: activators. PC12 HTT-Q103 induced, cytoprotection, ATP luminescence, 40 h. AID 1471;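 also: % of control where 0% means no effect; nearly all actives have a fitted effect of over 45% in size; toxic huntingtin expression switched on by the ecdysone agonist tebufenozide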
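Stable PC12 Q103-GFP cells in serum-supplemented, phenol red-free DMEM; induction by tebufenozide at 100 nM final; compound dose series; cell viability quantified luminescently from ATP.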
HttQ103 aggreg = inhibitors of mutant huntingtin aggregate formation in PC12 cells. PC12 HttQ103-GFP aggregates, Acumen cytometry, 40 h. Potency, µM (titrated, usually from 46.1 µM), inactives show at the top dose activity change, negative = inhibition, actives largely listed as inhibitors. hit rate 1.1% among 220,000; also: % is scaled to controls: 0 for no effect and ±100 for the full control effect; nearly all actives have a fitted effect of over 60% in size
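Huntingtin Q103 exon 1–GFP aggregates in induced PC12 cells (100 nM tebufenozide) were quantified by cytometry from lysates, with compounds dosed in titration.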
Tau fluor cs = counter-screen for tau fibril formation inhibitors; tau K18 P301L Alexa594 fluorescence, heparin fibrillization; Potency, µM (top dose mostly 57.7 µM), without a hit: at the top dose activity change, negative = decrease; hit rate 0.93% among 280,000; AID 1463; also: % is scaled to controls: 0 for no effect and ±100 for the full control effect; nearly all actives have a fitted effect of over 55% in size
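Human tau K18 P301L (15 uM unlabeled, 0.24 uM Alexa 594-labeled) in 100 mM sodium acetate pH 7 with 20 uM heparin, 6 hr at 37 C. ThT 30 uM added, 1 hr ambient; Alexa 594 FP and total fluorescence read at 555/632 nm.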
SMN2 splice enh = SMN2 splice variant enhancement; HEK293 SMN2-luciferase splicing reporter, luminescence, 30-36 h; Potency, µM (top dose mostly 46.1 µM), for the others: at the highest dose activity change, positive = activation, hits mostly activators; hit rate 2.8% among 210,000; also: % of control where 0% means no effect; nearly all actives have a fitted effect of over 55% in size
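HEK293 cells carry an SMN2 […]–luciferase reporter in which exon 7 inclusion puts luciferase in frame. Cells were plated 10-12 h before compound addition, then incubated 30-36 h at 37C. ONE-Glo luminescence was read; sodium butyrate at 4.5 mM final served as control.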
JMJD2E inh = inhibitors of human JMJD2E histone demethylase; hit rate 1.6% among 230,000; JMJD2E catalytic domain, FDH-coupled NADH fluorescence (FDH is formaldehyde dehydrogenase); Potency, µM (titrated, usually from 57.1 µM), for the others: top-dose activity change, negative = inhibition, actives largely listed as inhibitors; B2RXH2; active = well fitted inhibition curve with a large enough effect, not every such curve was filed as active; inconclusive = small, poorly fitted or top-dose-only effect, or another doubt; inactive = no such curve, though single readings can be large or run the other way;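 also: 0% = wells with enzyme and -100% = buffer wells without enzyme; nearly all actives have a fitted effect of over 50% in size; many of its hits are not listed in these tables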
Target sequence (B2RXH2 1-337 limits assumed): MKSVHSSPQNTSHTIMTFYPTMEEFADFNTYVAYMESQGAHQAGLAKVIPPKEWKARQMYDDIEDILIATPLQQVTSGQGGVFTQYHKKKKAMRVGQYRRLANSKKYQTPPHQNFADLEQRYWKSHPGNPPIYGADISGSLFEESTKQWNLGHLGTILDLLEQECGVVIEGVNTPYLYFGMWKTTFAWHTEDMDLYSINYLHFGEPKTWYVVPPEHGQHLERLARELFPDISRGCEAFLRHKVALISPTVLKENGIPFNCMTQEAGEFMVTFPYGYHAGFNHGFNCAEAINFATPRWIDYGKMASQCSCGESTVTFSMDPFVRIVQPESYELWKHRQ
* marks the source's active call; other numbers are inactive results; u = inconclusive; x = not tested or not shown; [ ] = dose if it differs, or a comment. Unless noted, calls follow the shape of the dose curve; as a rule, active = well fitted curve in the direction sought with a large enough effect; inconclusive = small, poorly fitted or top-dose-only effect, or another doubt; inactive = no such curve, though single readings can be large; an effect the other way counts as inactive or inconclusive. Potency is read from the fitted curve at half-maximal effect. An excerpt; count on the stated rates, not on these rows.

SMILES | Tau fibril FP | Tau ThT inhib | ALDH1A1 block | HTT cytoprotect | HttQ103 aggreg | Tau fluor cs | SMN2 splice enh | JMJD2E inh
CCN1C(=O)c2cccc3c(NC(=O)c4ccc5c(c4)OCCO5)ccc1c23 | -13% | u | u | -18%[10 µM] | 9% | -10% | 28% | -2%
COc1ccc(CCNc2nc3c(c(=O)n(C)c(=O)n3C)n2Cc2ccccc2Cl)cc1OC | 7% | -16% | x | x | x | -25% | -8% | x
COc1ccc(C(=O)N2CCN(S(=O)(=O)c3ccc(F)cc3)CC2)cc1OC | 2% | -3% | 1% | 0% | 8% | 2% | -9% | -2%
N#Cc1c(N)nc(N2CCCC2)c(C#N)c1-c1ccc(Cl)cc1 | u | 4% | 2% | 0% | -3% | -6% | 8% | u
O=C(c1ccc(Cl)cc1)N(c1ccccn1)C1CCCCC1 | 3% | 8% | -3% | -8%[10 µM] | 1% | 12% | -11% | 7%
Cc1cccc(-n2c(Cc3cc(=O)[nH]c(=O)[nH]3)nnc2SCC(=O)N2CCCCC2)c1 | -1% | 1% | -3% | 15% | -6% | 3% | -1% | -3%
OCc1csc(=Nc2ccccc2)n1-c1ccccc1 | -1% | -22% | 4% | -1%[4.97 µM] | -18% | -13% | -2% | -4%
COc1ccccc1-c1nn(CCC(=O)Nc2ccc(C)cc2)c2nc(C)cc(C)c12 | 5% | -15% | x | x | x | -14% | -2% | x
CCOC(=O)c1c(C)n(C)c2ccc(OC)c(NC(=O)CN3CCN(C4CCCCC4)CC3)c12 | 2% | -2% | u | 2% | 12% | -6% | -7% | -8%
Cc1ccc(S(=O)(=O)Cn2nnnc2CN2CCN(C(=O)c3ccco3)CC2)cc1 | -6% | -3% | u | -1% | 9% | -4% | -12% | 1%
CC1CN(S(=O)(=O)c2ccccc2)CC(C)O1 (stereo unspecified) | -4% | 5% | 5% | 9% | 1% | 2% | 3% | -3%
CCCCCCS(=O)Cc1ccccc1 (stereo unspecified) | 9% | -1% | 1% | -7% | -6% | 1% | 8% | 7%
COc1cccc(NC(=O)N2CCCC2C(=O)NC(C)C)c1 (stereo unspecified) | -3% | 2% | 1% | -1%[10 µM] | -8% | -3% | -7% | -6%
O=C(NCCc1cccs1)C1CC(c2cccc(F)c2)=NO1 (stereo unspecified) | 0% | 1% | x | -6%[10 µM] | -4%[9.22 µM] | 0% | x | 2%
O=C(NCCSc1ccccc1)c1ccccc1Cl | 3% | -14% | -7% | x | -17% | -17% | 11µM* | -5%
CCCCCC/C=C1\CC(C(=O)OCC)Oc2ccccc21 (stereo unspecified) (tested in a mixture with another compound) | 6%[81.3 µM] | -6%[81.4 µM] | 4% | -43%[inhibitor] | x | -4%[81.3 µM] | x | x
CCOC(=O)c1c(C)n(C)c2ccc(OC)c(NC(=O)c3cccs3)c12 | 4% | u | 3% | -19% | 17% | -25% | -2% | 0%
Cc1cccc(OCCCn2c(CCNC(=O)C(C)(C)C)nc3ccccc32)c1 | 4% | -12% | x | x | x | -5% | -11% | x
COC(=O)c1ccccc1NC(=O)C1CCC(=O)N1S(=O)(=O)c1ccc(C)cc1 (stereo unspecified) | -2% | 4% | 9% | -8% | 18% | 0% | 3% | 6%
Cc1ccc(OCC(=O)Nc2ccc3c(c2)OC(F)(F)O3)c([N+](=O)[O-])n1 | 5% | -9% | 15% | -1%[1.9 µM] | 24% | -7% | -11% | 1%
CCOC(=O)C12CC1/C(=N\O)c1ccccc1O2 (stereo unspecified) | -14% | 5% | -5% | -11% | x | 0% | -9% | x
CCNC(=O)COc1ccc2ccccc2c1 | 8% | -2% | -2% | -4% | -24% | 7% | 7% | 5%
CCCS(=O)(=O)NCCc1cc2cc(C)c(C)cc2[nH]c1=O | 2% | -6% | 1% | 1%[10 µM] | -15% | -1% | 7% | u
O=C1CC(c2cccnc2)c2cc3c(cc2N1)OCCO3 (stereo unspecified) | 0% | 4% | -6% | 3%[10 µM] | -23% | 3% | -15% | -13%
O=C(COC(=O)c1ccccn1)Nc1c(Cl)cccc1Cl | 0% | -8% | -4% | 1%[10 µM] | -7% | -9% | -7% | -4%
CCn1c(CNC(=O)c2ccc(OC)cc2)nnc1SCC(=O)Nc1ccc(OC)cc1 | -1% | -2% | x | x | x | -7% | 8% | x
CCOC(=O)c1oc2ccc(S(=O)(=O)Nc3ccc4c(c3)n(C)c(=O)n4C)cc2c1C | 2% | -15% | -8% | -1%[10 µM] | -31% | -24% | -89%[inhibitor] | -2%
CCn1c(=O)c2cc(C(=O)NCCCN(C)Cc3ccccc3)sc2c2ccccc21 | -7% | -11% | x | x | x | -9% | u | x
COc1cc(/C=N/NC(=O)c2cccc(S(=O)(=O)N3CCCCC3)c2)cc(Br)c1O | 15% | u | u | 7%[10 µM] | 28% | -26% | -13% | -12%
CC(C)OC(=O)CCCCCN1C(=O)CSC1=S | 7% | -11% | u | -3%[10 µM] | 13% | -6% | 5% | 4%

Entries shown so far that contain fluorine (three):
SMILES | Tau fibril FP | Tau ThT inhib | ALDH1A1 block | HTT cytoprotect | HttQ103 aggreg | Tau fluor cs | SMN2 splice enh | JMJD2E inh
COc1ccc(C(=O)N2CCN(S(=O)(=O)c3ccc(F)cc3)CC2)cc1OC | 2% | -3% | 1% | 0% | 8% | 2% | -9% | -2%
O=C(NCCc1cccs1)C1CC(c2cccc(F)c2)=NO1 (stereo unspecified) | 0% | 1% | x | -6%[10 µM] | -4%[9.22 µM] | 0% | x | 2%
Cc1ccc(OCC(=O)Nc2ccc3c(c2)OC(F)(F)O3)c([N+](=O)[O-])n1 | 5% | -9% | 15% | -1%[1.9 µM] | 24% | -7% | -11% | 1%

Next section.
SMILES | Tau fibril FP | Tau ThT inhib | ALDH1A1 block | HTT cytoprotect | HttQ103 aggreg | Tau fluor cs | SMN2 splice enh | JMJD2E inh
Nc1ccc(N(CCO)CCO)cc1 | 16µM* | 11µM* | 16µM* | 2%[10 µM] | -15%[9.22 µM] | u | x | 32%[activator]
C/C(Cl)=C\Cn1c(Nc2cccc(C)c2)nc2c1c(=O)n(C)c(=O)n2C | u | -12% | 20µM* | u | 2% | u | -10% | -12%
COCCCNC(=O)c1ccc(N2CCOCC2)c(NS(=O)(=O)c2ccc(OC)cc2)c1 | 6% | -14% | u | -4% | -9% | -10% | 19% | -3%
O=C(Nc1ccc(F)cc1F)c1csc(-c2cccs2)n1 | -3% | -9% | 0% | 3%[10 µM] | -5% | 0% | u | -26%
Clc1ncnc2c1oc1ccccc12 | 5% | -18% | -6% | -1%[10 µM] | -4% | -10% | 13µM* | -16%
COc1cc(CCC(=O)Nc2cccc(C(F)(F)F)c2)cc(OC)c1OC | -2% | -7% | -3% | 9%[10 µM] | 15% | -16% | x | -9%
COc1cccc(-n2cc(CNCc3cn(C)nc3-c3ccccc3F)cn2)c1 | 12% | -2% | u | -3% | -30% | -4% | x | u
COc1cc(C(=O)NC2=NCCS2)ccc1OCc1c(C)noc1C | 1% | -4% | u | -23%[0.074 µM] | -3% | -1% | -16% | -3%
Cc1ccc(C)c(C(=O)COc2ccc(C)nc2[N+](=O)[O-])c1 | u | 16µM* | 1.6µM* | -82%[inhibitor] | 14%[9.22 µM] | u | -24% | -6%
O=C1/C(=C/c2ccccc2)NC(=S)N1C(c1ccccc1)c1ccccc1 | u | u | 6% | -14% | 5% | u | -29% | u
CCc1cc(C(=O)N=Nc2c(O)[nH]c3ccc([N+](=O)[O-])cc23)c2ccccc2n1 | 20% | 16µM* | -7% | -10%[10 µM] | -13% | u | -13% | -8%
O=C(Nc1ccccc1)c1cccc(N2C(=O)CCC2=O)c1 | 9% | -7% | u | 5% | -17% | 1% | 10% | 4%
COc1ccc(-c2nc3n(n2)C(=O)CC(c2ccc(Cl)cc2)S3)cc1 (stereo unspecified) | -5% | -10% | x | x | x | -3% | -14% | x
O=c1c2c([nH]c3ccc(Br)cc13)CCCC2 | 1% | -2% | -3% | -18% | -11% | 1% | -23% | 3%
Cc1onc(-c2ccccc2)c1C(=O)NC(=S)NNC(=O)c1ccc(O)cc1 | 4% | 16% | u | x | 15% | 7% | -45%[inhibitor] | 2%
CCOc1ccc(S(=O)(=O)/N=C(\N)c2ccccc2)cc1 | -5% | -1% | x | -2%[10 µM] | -16%[9.22 µM] | -4% | x | 5%
O=C(COC(=O)c1ccc[nH]c1=O)Nc1cc(S(=O)(=O)N2CCCCC2)ccc1Cl | 5% | -1% | 5% | 2% | 2% | -12% | x | u
COCCn1c(SCC(=O)N2CCc3ccccc3C2)nc2ccccc2c1=O | 1% | -11% | -12% | 5%[1.9 µM] | 9% | -8% | 3% | 0%
CCn1c(NCc2ccccc2NS(=O)(=O)c2ccc(C)cc2)nc2ccccc21 | 2% | -4% | 2% | 1%[10 µM] | 0% | -2% | -21% | 4%
O=C(CSc1nnc(SCc2ccc(Cl)cc2)s1)N/N=C/c1ccc(Cl)cc1Cl | -6% | -5% | -1% | -64%[inhibitor] | -9% | -24% | 1% | -1%
Nc1nnc(SCC(=O)OCC(=O)Nc2ccccc2F)s1 | -5% | 4% | -1% | 7% | 12% | 2% | -4% | 5%
CCN1CCN(C(c2ccc(F)cc2)c2nnnn2Cc2cccs2)CC1 (stereo unspecified) | -1% | 3% | -4% | 10%[10 µM] | 1% | -2% | -13% | 0%
CC1CCN(C(=O)CCc2ccc(S(=O)(=O)NC(C)C)cc2)CC1 | -6% | -9% | 5% | -4% | -13% | -7% | -17% | 2%
C/C(=C1\SC(N2CCOCC2)=NC1=O)c1ccc(C)cc1 | 7% | -18% | 4% | -15%[0.074 µM] | 26% | -6% | u | -7%
O=C(CSc1nnc(-c2ccc3c(c2)OCO3)o1)Nc1ncc(Cl)cc1Cl | 3% | u | 2% | -17%[10 µM] | -1% | -5% | 16% | 1%
OB(O)c1ccc(Cl)s1 | 1% | 3% | -5% | -2% | x | 0% | -13% | 6%
N#CCc1nc2c3c4c(sc3ncn2n1)CCCC4 | 12% | -9% | 7% | -20% | -10% | -9% | -8% | -3%
O=C(Nc1ccc(Br)cc1)C1CCN(c2ncccn2)CC1 | 1% | -1% | x | x | x | -7% | -3% | x
